Keap1 Nrf2 FP = Keap1-Nrf2 (human) interaction inhibition; Q14145; Keap1 Kelch-Nrf2 peptide fluorescence polarization, 1536-well; inhibition, % at 9.4 µM; 0.15% of 340,000 active; AID 504523; in the data active means inhibition above about 12%;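 further: human Keap1 Kelch domain with fluorescein labeled Nrf2 9mer peptide probe; 0% = neutral control wells and 100% = peptide positive control; higher means more block of Keap1 binding to Nrf2 peptide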
Target sequence (Q14145 whole entry, looked up, the tested form may be a part): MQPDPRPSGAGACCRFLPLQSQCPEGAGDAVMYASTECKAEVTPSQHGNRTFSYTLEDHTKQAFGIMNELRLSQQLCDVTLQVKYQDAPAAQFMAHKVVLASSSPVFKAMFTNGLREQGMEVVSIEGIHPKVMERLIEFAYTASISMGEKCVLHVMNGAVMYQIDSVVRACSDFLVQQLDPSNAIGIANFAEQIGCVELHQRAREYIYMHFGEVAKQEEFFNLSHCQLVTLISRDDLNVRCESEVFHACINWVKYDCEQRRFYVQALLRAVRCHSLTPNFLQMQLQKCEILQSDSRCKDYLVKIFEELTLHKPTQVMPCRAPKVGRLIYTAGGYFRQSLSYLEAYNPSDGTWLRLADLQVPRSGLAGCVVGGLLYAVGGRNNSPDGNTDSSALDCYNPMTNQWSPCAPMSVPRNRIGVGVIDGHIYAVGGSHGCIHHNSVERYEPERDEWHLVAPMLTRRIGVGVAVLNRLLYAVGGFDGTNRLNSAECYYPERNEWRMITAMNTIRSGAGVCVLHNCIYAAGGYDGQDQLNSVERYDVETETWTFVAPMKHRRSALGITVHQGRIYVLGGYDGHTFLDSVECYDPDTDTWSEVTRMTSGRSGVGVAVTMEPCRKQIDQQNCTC
V-ATPase pHluor = alters yeast V-ATPase proton transport; S. cerevisiae, pHLuorin cytosolic pH fluorescence; response, % at 10 µM; 0.37% of 350,000 active; AID 504577; in the data active means response mostly above about 7.3%, no sharp cut-off; inactive means mostly below about 5.4%; further: actives read high; inactives centre near 0; some compounds called inactive have numbers as strong as hits; reference of the scale not given here
cardiac RTF act = cardiac RTF calcium sensitization; IANBD-labeled TnC RTF fluorescence at EC20 calcium; 0% EC20 calcium, 100% full calcium; activation, % at 7.2 µM; 0.24% of 340,000 active;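 active means activation above the mean over all tested compounds plus 3 SD, cut at about 30% in these data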;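 further: rise in fluorescence read as greater calcium sensitivity of cardiac thin filaments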
DSG3 Ab inh = blocks pemphigus antibody binding to human desmoglein-3; P32926; DSG3-coupled beads, scFv-anti-DSG3-GFP binding, flow cytometry; stronger effect = lower value; binding (percent of control), % at 10 µM; 0.48% of 310,000 active;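 active means binding more than 3 SD below its plate's average and above zero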;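 further: hits lower antibody fragment binding to DSG3; some compounds called inactive have numbers as strong as hits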
Arrestin-AP2 inh = blocks beta-arrestin peptide binding to AP2 adaptin. AID 504490. inhibition, % at 10 µM. 0.31% of 340,000 active. FITC-arrestin peptide / GST-AP2 beads, flow cytometry; AP2 beta2 appendage carries R879A mutation;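 active means inhibition above a set limit, near 3 SD of compounds lacking own fluorescence, cut at about 54% in these data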;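 further: plate controls were DMSO wells for no effect and 5 µM unlabelled arrestin peptide for full effect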
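test system = AP2 appendage R879A on GSH beads | buffer or medium = PBS plus Tween 20 (0.05%) and BSA (0.1%) | incubation = 12 min plus 1 h, RT | detection = bead flow cytometry, FITC channel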
MOR-DOR inv ag = inverse agonists of human mu-delta opioid receptor heterodimerization. cell-based MOR-DOR heterodimer luminescence, inverse agonism. inhibition, % at 9.3 µM. AID 504357. 0.21% of 340,000 active. P35372+P41143; in the data active means inhibition above about 22%, passing the limit was not always enough;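 further: 0% = cells with DMSO and 100% = wells without cells with DMSO; values of inactives mirror those of a sister screen read the other way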
Cardiac RTF inh = cardiac RTF calcium desensitization; inhibition, % at 7.15 µM; AID 493244; IANBD-labeled cardiac RTF, Ca2+ fluorescence; 0.12% of 340,000 active;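 active means inhibition above the mean inhibition of all tested compounds plus 3 SD, cut at about 17% in these data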;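 further: assay run at fixed EC70 calcium of 1.6 mM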
Wnt act = activators of Wnt/beta-catenin signaling. Wnt/beta-catenin reporter cell assay, activator, plate reader. 1.2% of 300,000 active. activation, % at 9.35 µM; in the data active means activation above about 30%, passing the limit was not always enough;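 further: 0% = neutral control wells and 100% = positive control wells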
MOR-DOR ag = OPRM1-OPRD1 heterodimerization agonism; 0.3% of 340,000 active; AID 504326; activation, % at 9.3 µM; cells, luminescence; in the data active means activation above about 18%;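 further: 0% = vehicle-treated cells and 100% = reference agonist; values of inactives mirror those of a sister screen read the other way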
C-LANA FP = KSHV C-LANA DNA binding inhibition. MBP-C-LANA/FAM-LBS DNA binding, fluorescence polarization. inhibition, % at 9 µM. 0.078% of 340,000 active. AID 504423;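 active means highest replicate inhibition at or above 60% at 9 µM, even if other replicates fall short; inactive means all replicates below 60% inhibition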;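 further: 0% = neutral control wells and 100% = 4 µM acridine orange control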
* hit, by the source's call; · = no result given.

| no. | SMILES | Keap1 Nrf2 FP | V-ATPase pHluor | cardiac RTF act | DSG3 Ab inh | Arrestin-AP2 inh | MOR-DOR inv ag | Cardiac RTF inh | Wnt act | MOR-DOR ag | C-LANA FP |
| --- | --- | --- | --- | --- | --- | --- | --- | --- | --- | --- | --- |
| 1 | CCOC(=O)c1c(C)oc(NC(=O)CCl)c1C(=O)OCC | 1.2 | -0.5 | -4.2 | 100.8 | -11.5 | 9.8 | -4.1 | -1.3 | -2.1 | 0.5 |
| 2 | CC(C)CC(c1nnnn1CC1CCCO1)N1CCN(c2nc3ccccc3s2)CC1 (centres undefined) | -3.4 | 1.6 | 2.5 | 107.3 | -0.9 | 2.4 | 0.1 | -1.5 | -0.6 | 0.6 |
| 3 | O=C(Nc1nc2ccccc2s1)C1CCN(S(=O)(=O)c2cc([N+](=O)[O-])ccc2Cl)CC1 | 1.9 | -0.1 | -4.0 | 96.0 | 3.1 | -62.4 | 4.3 | 0.7 | 12.2 | 0.3 |
| 4 | O=C(CCc1ccccc1)n1nc(-c2ccco2)nc1SCc1ccccc1 | -6.5 | 2.2 | -0.4 | 107.5 | 10.6 | -0.9 | -1.2 | 9.8 | 0.2 | 0.3 |
| 5 | O=C(Nc1cnc2ccccc2c1)c1ccncc1 | 1.8 | 0.0 | 2.5 | 100.5 | -3.3 | -2.8 | -7.1 | 19.5 | 0.5 | -1.4 |
| 6 | Cc1cc(NC(=O)CSc2nncn2-c2ccccc2)no1 | -1.1 | 1.0 | -2.3 | 100.5 | 32.9 | 17.5 | 6.1 | 0.0 | -3.3 | -0.3 |
| 7 | COc1cccc(C2CC(c3cccs3)=NN2S(C)(=O)=O)c1OC (centres undefined) | -1.6 | 1.9 | 7.2 | 122.3 | 14.3 | -9.0 | -1.1 | -0.2 | 1.8 | -1.2 |
| 8 | CCN(CC(=O)Nc1ccc2c(c1)OCCO2)C(=O)C1CC(=O)N(c2ccc(OC)cc2OC)C1 (centres undefined) | -4.1 | 2.9 | -3.3 | 106.8 | -14.4 | 15.8 | -4.8 | -4.2 | -2.9 | -1.4 |
| 9 | COc1ccc(-c2c(-c3ccsc3)oc3ccc(N4CCOCC4)cc23)cn1 | -1.5 | -1.2 | -1.2 | 96.6 | -6.7 | -0.3 | -6.9 | 2.7 | 0.1 | -0.7 |
| 10 | COc1cc(C(=O)N/N=C/c2sc(N3CCOCC3)nc2-c2ccccc2)cc(OC)c1OC | -1.2 | -4.0 | 4.8 | 113.1 | -13.2 | 2.5 | -12.9 | 1.6 | -0.5 | 3.3 |
| 11 | CC(=O)c1ccc(NC(=O)CSc2nnc(NC(=O)c3ccco3)s2)cc1 | 3.5 | -2.8 | -4.8 | 111.2 | -6.2 | 11.3 | -6.5 | · | -2.0 | -0.2 |
| 12 | Cc1c(C(=O)Nc2nc(-c3ccccn3)cs2)oc2ccccc12 | -7.5 | -1.6 | 0.4 | 104.9 | 8.7 | -0.5 | -6.7 | · | 0.1 | 2.3 |
| 13 | COc1ccc(N2CCN(c3nc4c(C)cccn4c(=O)c3C=C(C#N)C#N)CC2)cc1 | 5.4 | -5.2 | -2.3 | 105.0 | -13.7 | 13.0 | -1.9 | 0.6 | -2.9 | 0.8 |
| 14 | CCc1cc(Cn2nc(-c3ccccc3)cc2C(=O)NCCOC)on1 | 1.3 | 0.7 | -1.4 | 99.7 | 8.2 | 11.0 | 5.9 | 2.4 | -1.9 | -0.9 |
| 15 | O=S(=O)(c1ccc(-c2n[nH]c(=S)o2)cc1)N1CCCC1 | 2.1 | 2.8 | -1.8 | 97.8 | 19.9 | 14.5 | 1.4 | -0.2 | -2.3 | -1.0 |
| 16 | CCN(CC(=O)Nc1ccc(OC)cc1)C(=O)CSCC(=O)Nc1ccc(C)cc1 | -0.8 | -1.5 | -1.3 | 107.9 | -7.9 | 18.1 | 9.2 | 1.8 | -3.3 | -0.4 |
| 17 | COc1ccc(SC[C@H](Cc2ccccc2)N2CC[C@@H](C)CCC2=O)cc1 | 1.1 | -0.9 | 3.9 | 102.8 | 1.6 | -23.7 | -5.2 | -4.5 | 4.2 | -1.9 |
| 18 | COc1cccc(NC(=O)CN(C)C(=O)CN2C(=O)NC(C)(c3ccc(C)cc3)C2=O)c1 (centres undefined) | -6.0 | -2.2 | -3.2 | 106.4 | -5.8 | 9.8 | 1.1 | 0.6 | -2.4 | -0.3 |
| 19 | CCCN1CCN(CCCNC(=O)CCCn2nc(C)c3sc4ccccc4c3c2=O)CC1 | -0.2 | -0.6 | -4.1 | 102.5 | 14.2 | 11.8 | -0.4 | -0.2 | -2.3 | -3.4 |
| 20 | Cc1cccc(-c2ccc(NC(=O)C3CCN(CC4CC4)CC3)cc2)c1 | -1.3 | -2.0 | -1.6 | 105.0 | -4.3 | 1.1 | 0.2 | 0.2 | -0.2 | 0.8 |
| 21 | Cc1cc(N2CCCC2=O)cc(C)c1S(=O)(=O)NCCOc1ccccc1 | -2.9 | -2.0 | 11.2 | 98.5 | 2.5 | -9.7 | 2.8 | · | 1.6 | 1.2 |
| 22 | O=C(NCCc1nc2ccccc2[nH]1)c1ccc(Br)o1 | -3.3 | -1.4 | -5.9 | 95.4 | 0.2 | 7.9 | 2.1 | -0.9 | -1.5 | -1.4 |
| 23 | COc1ccccc1C(=O)NCC(=O)OCC(=O)c1ccc2c(c1)-c1ccccc1C2 | -2.4 | -5.3 | 4.8 | 89.0 | 9.3 | 12.5 | -7.7 | -1.2 | -2.4 | 2.9 |
| 24 | COc1cc2nc(CN(C)Cc3ccc(F)cc3)[nH]c(=O)c2cc1OC | 4.1 | -0.8 | -0.8 | 100.1 | -6.7 | 10.1 | -5.1 | -1.9 | -1.8 | -1.3 |
| 25 | Cc1cc(C)c(S(=O)(=O)NCC(=O)NCc2ccco2)c(C)c1 | -0.9 | -0.4 | 1.5 | 97.7 | 5.5 | 9.5 | -1.0 | 0.9 | -1.9 | -3.5 |
| 26 | Cc1onc(-c2c(Cl)cccc2Cl)c1C(=O)NCCN1CCOCC1 | 3.9 | -1.1 | -3.0 | 92.7 | 3.8 | -0.2 | -3.9 | -2.7 | 0.1 | -1.5 |
| 27 | O=C(c1ccco1)N1CCN(C2CC(=O)N(c3ccc(C(F)(F)F)cc3)C2=O)CC1 (centres undefined) | -3.4 | 1.2 | -4.8 | 102.9 | 0.5 | 12.0 | 2.5 | 0.1 | -1.7 | 1.0 |
| 28 | COc1ccc(/C=C2\SC(=S)N(C(Cc3ccccc3)C(=O)O)C2=O)cc1 (centres undefined) | 1.2 | -5.1 | -4.8 | 96.7 | -8.2 | 1.1 | 0.9 | -0.2 | -0.2 | 1.0 |
| 29 | CCOC(=O)C1CCCN(C(=O)C(=O)c2cn(CC(=O)N3CCOCC3)c3ccccc23)C1 (centres undefined) | -0.1 | 1.1 | -4.7 | 116.3 | -6.5 | 16.7 | 2.6 | 3.8 | -3.3 | -0.5 |
| 30 | CCOC(=O)C1CCN(S(=O)(=O)c2cccc(-c3csc(C)n3)c2)CC1 | -7.2 | 3.8 | 0.3 | 115.1 | 1.8 | 9.3 | -0.5 | -3.6 | -1.6 | -0.3 |
| 31 | NC(=O)CSc1nc2ccccc2n1Cc1ccccc1 | -3.3 | 1.4 | -3.3 | 96.8 | -7.2 | 2.2 | 1.1 | -1.3 | -0.3 | -0.7 |
| 32 | CCOC(=O)C1=C(CSc2nccn2C)NC(=O)NC1c1cc(C)ccc1C (centres undefined) | 3.9 | -0.4 | 2.0 | 97.6 | 3.9 | -3.5 | -0.9 | -0.2 | 0.7 | -2.5 |
| 33 | O=C(CNc1ccc2ccccc2c1)N/N=C/c1ccc(C(=O)O)cc1 | -3.1 | -0.4 | 3.6 | 90.1 | 8.5 | -10.4 | -1.4 | 22.8 | 1.5 | 0.7 |
| 34 | Nc1ccccc1-c1ccc(Cl)cc1 | -7.2 | -1.0 | -7.9 | 95.7 | -11.5 | -12.7 | -6.1 | 6.4 | 2.5 | 2.2 |
| 35 | COc1ccc(/C=N/NC(=O)c2ccccc2OC)cc1COc1ccccc1[N+](=O)[O-] | -2.1 | -5.2 | 1.8 | · | 40.4 | 14.5 | 3.4 | -0.5 | -2.7 | -2.5 |
| 36 | COc1ccc(CC(=O)Nc2ccc(N3CCCC3)c(C)c2)cc1 | 7.5 | 0.8 | -4.3 | · | 24.7 | -1.9 | -14.1 | 1.1 | 0.3 | -2.6 |
| 37 | Cc1cccc(NC(=O)C2COc3ccccc3O2)c1 (centres undefined) | -5.6 | -1.0 | 0.7 | 100.8 | -19.2 | -0.6 | -7.4 | 6.3 | 0.1 | -1.7 |
| 38 | CCc1nnc(NC(=O)CSc2nnc(-c3ccccc3O)o2)s1 | -4.0 | 0.4 | 7.0 | 135.2 | -34.3 | 4.0 | -2.1 | 20.2 | -0.8 | 0.9 |
| 39 | O=C(NC1(C(F)(F)F)NC(=O)N(c2ccc(F)cc2)C1=O)c1ccncc1 (centres undefined) | 0.1 | 0.3 | -0.3 | 118.6 | 5.7 | 18.1 | -6.5 | 0.0 | -3.4 | 0.2 |
| 40 | CC(C)(C)OCC(NC(=O)C(CC(N)=O)NC(=O)OC(C)(C)C)C(=O)OC(C)(C)C (centres undefined) | 5.5 | 0.1 | -4.9 | · | 12.4 | 8.1 | -1.9 | · | -1.6 | 1.1 |
| 41 | O=C(Cn1c(=O)c2c(ncn2C2CCCC2)n(Cc2ccccc2)c1=O)N1CCc2ccccc21 | -1.9 | -0.4 | -2.2 | 100.7 | 7.5 | 4.9 | -11.2 | -6.1 | -0.9 | -1.5 |
| 42 | N#Cc1cc2c([nH]c1=S)CCCCCC2 | -1.8 | 1.5 | 1.3 | 98.6 | 16.3 | 5.7 | -1.4 | · | -1.0 | -0.9 |
| 43 | Cc1ccc(S(=O)(=O)N2CCOCC2)c(C)c1NS(C)(=O)=O | -1.0 | 7.3 | 2.8 | 83.5 | 3.7 | 18.7 | -9.9 | -1.6 | -3.7 | -0.3 |
| 44 | CSc1ccc(CN(C)Cc2nc3ccccc3c(=O)[nH]2)cc1 | -1.4 | 10.6 | -5.3 | 96.8 | 39.5 | 5.3 | 1.4 | 0.8 | -1.0 | -1.2 |
| 45 | C=CCn1c(=O)c2ccccc2n2c(SCC(=O)NC(C)C)nnc12 | -6.3 | 0.1 | -5.0 | 89.2 | -17.8 | 6.8 | -6.0 | -0.2 | -1.2 | -0.3 |
| 46 | COc1ccccc1N1CCN(CCC(=O)Nc2cccc(Cl)c2)CC1 | 0.0 | 2.2 | -3.7 | 95.3 | 36.8 | 0.9 | 0.6 | 1.5 | -0.2 | -2.2 |
| 47 | COc1ccc(C(=O)N2CCC(C(=O)N3CCN(c4ccccc4)CC3)CC2)cc1 | -3.0 | 4.0 | 1.1 | 113.3 | 4.4 | 7.9 | -0.3 | 3.0 | -1.5 | -1.2 |
| 48 | COc1cc2c(cc1OC)C(c1ccc(C)o1)CC(=O)N2 (centres undefined) | 5.5 | -1.6 | -0.8 | 94.1 | 15.8 | 4.5 | -6.3 | 1.2 | -0.8 | -1.7 |

Source: PubChem BioAssay (several laboratories)
